Screens (PubChem BioAssay)
AMPAR-TARP mod = GluA2-stargazin AMPA receptor complex modulation; AID 1259245; calls only at 30 µM; 40,000 compounds, 3.5% hits; O88602+P19491; HEK293 GluA2+stargazin, membrane potential dye (FDSS), glutamate EC50; hits were called plate by plate, in both directions;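 active means any of four per-well response measures lying three or more SD from its plate-wide compound average, in either direction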
Target sequence (O88602 whole entry, looked up): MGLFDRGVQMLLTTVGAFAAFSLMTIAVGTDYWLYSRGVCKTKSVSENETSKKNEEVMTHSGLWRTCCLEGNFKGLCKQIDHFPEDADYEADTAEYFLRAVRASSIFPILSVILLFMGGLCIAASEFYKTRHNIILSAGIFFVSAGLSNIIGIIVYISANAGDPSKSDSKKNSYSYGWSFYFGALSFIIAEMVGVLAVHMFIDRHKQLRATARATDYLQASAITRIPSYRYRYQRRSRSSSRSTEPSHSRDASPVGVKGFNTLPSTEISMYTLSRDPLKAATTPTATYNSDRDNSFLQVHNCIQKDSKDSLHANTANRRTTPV
Target sequence (P19491 whole entry, looked up): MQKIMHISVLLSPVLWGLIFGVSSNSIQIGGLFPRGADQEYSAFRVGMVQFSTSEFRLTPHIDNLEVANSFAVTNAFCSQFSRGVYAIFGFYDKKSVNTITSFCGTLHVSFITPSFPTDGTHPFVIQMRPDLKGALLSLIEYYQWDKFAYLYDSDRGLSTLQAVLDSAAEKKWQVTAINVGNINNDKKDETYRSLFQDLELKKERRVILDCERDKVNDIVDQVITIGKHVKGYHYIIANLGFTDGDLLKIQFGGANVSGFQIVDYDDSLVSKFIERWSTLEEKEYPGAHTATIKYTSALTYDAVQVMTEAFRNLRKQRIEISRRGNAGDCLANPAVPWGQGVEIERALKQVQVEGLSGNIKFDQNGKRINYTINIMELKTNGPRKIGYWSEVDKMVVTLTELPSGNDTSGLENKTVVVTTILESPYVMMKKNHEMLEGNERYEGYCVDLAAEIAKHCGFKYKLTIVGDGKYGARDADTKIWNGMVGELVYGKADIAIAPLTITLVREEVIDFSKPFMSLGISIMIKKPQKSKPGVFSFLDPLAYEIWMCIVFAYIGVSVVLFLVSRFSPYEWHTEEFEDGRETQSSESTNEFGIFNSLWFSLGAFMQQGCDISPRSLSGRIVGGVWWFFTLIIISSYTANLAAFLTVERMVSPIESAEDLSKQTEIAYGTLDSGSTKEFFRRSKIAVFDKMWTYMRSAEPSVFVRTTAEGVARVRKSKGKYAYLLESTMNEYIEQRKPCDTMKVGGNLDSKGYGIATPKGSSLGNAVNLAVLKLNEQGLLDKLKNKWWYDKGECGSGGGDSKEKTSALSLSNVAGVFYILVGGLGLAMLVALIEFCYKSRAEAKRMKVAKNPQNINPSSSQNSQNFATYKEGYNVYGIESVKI
AMPAR-TARP mod agonism max-min = further read-out of AMPAR-TARP mod, marked with its call; compound max-min signal; compound-alone response (agonism);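 unitless range of fluorescence divided by baseline over first 100 seconds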
AMPAR-TARP mod glutamate slope = recorded beside AMPAR-TARP mod, whose call it bears; glutamate slope, % of max; measured here: glutamate response slope, % max;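 scaled per plate between vehicle wells and maximal 1 mM glutamate control wells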
Starred values were filed as active, the others as inactive; i = inactive; + = active, no number; & = joins results of further samples. Some of the compounds tested (hit frequency here may not be typical).

SMILES	AMPAR-TARP mod	AMPAR-TARP mod agonism max-min	AMPAR-TARP mod glutamate slope
CCC1(C)CC(CCN(Cc2ccccc2F)C(C)=O)(c2ccccc2)CCO1 (configuration not stated)	+	0.12*	73*
Cc1cc(NS(=O)(=O)c2cc(Cl)ccc2Cl)ccc1N1CCCCC1=O	i	0.069	53
COC(=O)c1ccc2c(=O)n(CC(=O)N3CCN(c4cc(C)ccc4C)CC3)c(=S)[nH]c2c1	i	0.037	77
Cc1ccc(-c2noc(CSc3nc4cc5c(cc4c(=O)n3Cc3ccco3)OCO5)n2)cc1	i	0.091	45
O=C(Nc1cccc([N+](=O)[O-])c1)C1CCCN(c2ccc(-n3cccn3)nn2)C1 (configuration not stated)	i	0.08	57
O=C(c1ccc(S(=O)(=O)c2ccccc2)nc1)N1CCN(Cc2ccccc2)CC1	i	0.04	38
COc1ccc(-c2ccc(N3CCN(C(=O)C4CC4)CC3)nn2)cc1OC	i	0.037	23
COc1ccc(OC)c(Nc2nc(CC(=O)NCc3ccccc3OC)cs2)c1	i	0.12	103
CC(C)CNc1nnnc2c1cnn2-c1ccccc1	i	0.12	44
Cc1ccc2c(=O)c(-c3nc(-c4ccccc4C)no3)cn(CC(=O)NCc3ccco3)c2n1	i	0.029	18
CN(Cc1ccco1)S(=O)(=O)c1ccc(C(=O)Nc2nc(-c3ccc(C#N)cc3)cs2)cc1	i	0.055	49
O=C(Nc1ccc(N2CCCC2=O)cc1)c1ccc2c(c1)OCO2	i	0.11	52
COCC(=O)Nc1ccc(-c2nnc(N(C)c3ccc(OC)cc3)s2)cc1	i	0.12	52
O=C(CCCS(=O)(=O)c1ccccc1)NCc1ccccc1	i	0.065	79
Cc1ccc2nc(-c3ccc(NC(=O)Cc4cc(-c5ccco5)on4)cc3)sc2c1	i	0.078	42

Structures above that contain sulfur (nine):
SMILES	AMPAR-TARP mod	AMPAR-TARP mod agonism max-min	AMPAR-TARP mod glutamate slope
Cc1cc(NS(=O)(=O)c2cc(Cl)ccc2Cl)ccc1N1CCCCC1=O	i	0.069	53
COC(=O)c1ccc2c(=O)n(CC(=O)N3CCN(c4cc(C)ccc4C)CC3)c(=S)[nH]c2c1	i	0.037	77
Cc1ccc(-c2noc(CSc3nc4cc5c(cc4c(=O)n3Cc3ccco3)OCO5)n2)cc1	i	0.091	45
O=C(c1ccc(S(=O)(=O)c2ccccc2)nc1)N1CCN(Cc2ccccc2)CC1	i	0.04	38
COc1ccc(OC)c(Nc2nc(CC(=O)NCc3ccccc3OC)cs2)c1	i	0.12	103
CN(Cc1ccco1)S(=O)(=O)c1ccc(C(=O)Nc2nc(-c3ccc(C#N)cc3)cs2)cc1	i	0.055	49
COCC(=O)Nc1ccc(-c2nnc(N(C)c3ccc(OC)cc3)s2)cc1	i	0.12	52
O=C(CCCS(=O)(=O)c1ccccc1)NCc1ccccc1	i	0.065	79
Cc1ccc2nc(-c3ccc(NC(=O)Cc4cc(-c5ccco5)on4)cc3)sc2c1	i	0.078	42

Further compounds
SMILES	AMPAR-TARP mod	AMPAR-TARP mod agonism max-min	AMPAR-TARP mod glutamate slope
Cc1cc(NC(=O)Cc2ccc3ccccc3c2)n(C(C)C)n1	i	0.099	57
Cc1ccc(OCC(O)CN2CCN(Cc3ccccc3)CC2)cc1C (configuration not stated)	i	0.11	66
Cc1oc(-c2cc(Cl)ccc2Cl)cc1C(=O)NC(C)C	i	0.085	59
Cc1ccc(S(=O)(=O)Nc2ccc3c(c2)N(S(C)(=O)=O)CCC3)c(C)c1	i	0.082	74
O=C(CC1NCCNC1=O)Nc1ccc(C(F)(F)F)cc1 (configuration not stated)	i	0.092	59
Cc1ccc(C(O)C(C)(C)C(=O)O)cc1 (configuration not stated)	i	0.057	47
O=C(CCCS(=O)(=O)c1ccc(F)cc1)Nc1nc2c(s1)CCCC2	i	0.13	59
COc1cc(C(C)=O)ccc1OCC(O)CN1CCCCC1 (configuration not stated)	i	0.079	80
CC(=O)N1CCc2c(sc(NC(=O)CCCS(=O)(=O)c3ccccc3)c2C(N)=O)C1	i	0.13	68
O=C(NCC1CCN(c2ccccn2)CC1)C(=O)Nc1cccnc1	i	0.1	54
COc1ccc(S(=O)(=O)c2c(C)cc(C)n(CC(=O)NCc3ccc(C)cc3)c2=O)cc1	i	0.059	72
Cc1ccc(S(=O)(=O)NCC2CCN(S(=O)(=O)C3CC3)CC2)cc1C	i	0.097	53
COc1ccc(-c2ccc(N3CCN(C(=O)CCn4ccc(=O)[nH]c4=O)CC3)nn2)cc1	i	0.016	17
O=C(c1c(F)cccc1Cl)N1CCN(c2ncnc3c2nnn3-c2ccccc2)CC1	i	0.043	54
CC(C)S(=O)(=O)c1ccc(CC(=O)N2CCN(c3nccn3C)CC2)cc1	i	0.049	28
Cc1ccc(C(=O)Cn2cnc(-c3ccc(F)cc3)cc2=O)c(C)c1	i	0.16	64
COc1ccc2nc(-c3cccc(NC(=O)c4ccccc4F)c3)cn2n1	i	0.048	22
COc1ccc(S(=O)(=O)c2cnc(SCC(=O)Nc3cccc(C)c3)[nH]c2=O)cc1Cl	i	0.098	51
O=C1NC2(CCN(S(=O)(=O)c3ccccc3)CC2)C(=O)N1Cc1ccc(F)cc1	i	0.093	54
CC(=O)Nc1ccc(OCC(O)Cn2cnc3ccccc32)cc1 (configuration not stated)	i	0.034	52
Cc1ccc(N2CCN(S(=O)(=O)c3ccc(F)c(C)c3)CC2)cc1C	i	0.064	51
COc1cc(/C=C/C(=O)NCC2CCN(C(=O)COc3ccccc3)CC2)cc(OC)c1OC	i	0.11	64
CC(C)S(=O)(=O)c1ccc(CC(=O)NCc2n[nH]c(=O)c3ccccc23)cc1	i	0.12	56
N#Cc1ccc(C(=O)NCCCN2CCOC(c3ccccc3)C2)cc1 (configuration not stated)	i	0.065	45
CCOc1cccc(-c2nc3cc(Cl)ccc3c(=O)o2)c1	i	0.077	36
Cn1cccc1C(CNS(=O)(=O)c1ccc(C(C)(C)C)cc1)N1CCOCC1 (configuration not stated)	i	0.085	50
CSc1ncccc1C(=O)Nc1ccc2c(c1)N(S(C)(=O)=O)CCC2	i	0.07	59
O=C(NC(=S)Nc1ccc(S(=O)(=O)Nc2nccs2)cc1)c1cccc(Cl)c1	i	0.093	57
COC1CCN(C(=O)c2cnccn2)CC1	i	0.1	43
Cc1ccccc1NC(=O)CN1CCC(c2nc(-c3ccccc3Cl)no2)CC1	i	0.067	52
CC1(C)CC(=O)C2=C(C1)NC1=C(C(=O)c3ccccc31)C2c1ccc(C(F)(F)F)cc1 (configuration not stated)	+	0.15*	43*
O=C(CCCn1c(=O)c2ccccc2n(Cc2ccc(F)cc2)c1=O)NCc1ccc2c(c1)OCO2	i	0.069	59
COc1ccc(S(=O)(=O)NCC2CCN(C(C)C)CC2)cc1OC	i	0.11	58
CCOC(=O)CS/C(=C\C=C\c1ccccc1)C(=O)O	i	0.11	63
O=C(NCc1cccs1)C(=O)Nc1ccon1	i	0.093	58
CCn1nccc1C(=O)Nc1nc2ccc(S(=O)(=O)N(C)C)cc2s1	i	0.15	59
COc1ccccc1NC(=O)c1ccc(-c2ccc(F)c(Cl)c2)o1	i	0.1	69
CC(=O)Nc1ccc(Nc2c3c(nc4c(-c5ccccc5)c(C)nn24)CCC3)cc1	i	0.093	65
Cc1ccc(S(=O)(=O)c2cnc(SCC(=O)Nc3ccc(Br)cc3)[nH]c2=O)cc1	i	0.14	65
CC(C)CC(NC(=O)CC12CC3CC(CC(C3)C1)C2)C(=O)NC1=NCCS1 (configuration not stated)	i	0.033	44
Cc1ccc(N2CCCS2(=O)=O)cc1NC(=O)C1CCCC1	i	0.06	48
O=C(Nc1cccc([N+](=O)[O-])c1)c1ccc(=O)n(Cc2cccc([N+](=O)[O-])c2)c1	i	0.13	63
CCc1ccc(S(=O)(=O)Nc2ccc3c(c2)N(S(=O)(=O)c2ccc(F)cc2)CCC3)cc1	i	0.11	79
CN=C1SC(CC(=O)NCCCOC(C)C)C(=O)N1C (configuration not stated)	i	0.078	49
COc1ccc(C)cc1NC(=O)C(=O)NCCN1CCOCC1	i	0.11	65
CC(C)S(=O)(=O)c1ccc(CC(=O)NCC2CCN(C(=O)c3cccn(C)c3=O)CC2)cc1	i	0.075	55
COc1ccc(-n2ccnc(SCc3cccc([N+](=O)[O-])c3)c2=O)cc1Cl	i	0.1	49
CCCS(=O)(=O)N1CCCc2ccc(NS(=O)(=O)c3ccc(OCC(C)C)cc3)cc21	i	0.1	55
Cc1ccc(-n2nc3c(c2NC(=O)C(=O)NCCO)CSC3)c(C)c1	i	0.033	59
CCOc1cc(/C=C2\SC(=S)N(c3ccc(NC(C)=O)cc3)C2=O)ccc1O	i	0.087	53
Cc1ccc(N2CC(C(=O)NCC3CCN(C(=O)Oc4ccccc4)CC3)CC2=O)cc1C (configuration not stated)	i	0.046	49
COc1ccc(N2CCN(CCn3c(C)c(C)n4c5c(=O)[nH]c(=O)n(C)c5nc34)CC2)cc1	i	0.076	43
Cc1nc2cc(NC(=O)C3CN(C(=O)c4cnccn4)C3)ccc2s1	i	0.069	60
COc1ccc(OC)c(CCn2c(=S)[nH]c3c(oc4ccccc43)c2=O)c1	i	0.1	52
O=C(Nc1ccc(N2CCCS2(=O)=O)cc1)NC(c1ccccc1)c1ccccc1	i	0.098	61
Cc1ccc(C)c(-c2csc(NC(=O)CN3C(=O)c4ccccc4C3=O)n2)c1	i	0.12	70
COc1ccccc1NC(=O)Nc1ccc2c(c1)CC(=O)N2C	i	0.13	58
Cc1nnc(-c2cn(CC(=O)NC(C)C)c3ccccc23)o1	i	0.074	56
COc1ccc(S(=O)(=O)NCC(c2ccsc2)N2CCc3ccccc3C2)cc1 (configuration not stated)	i	0.052	44
COc1ccc(S(=O)(=O)NCC2CCN(Cc3ccccc3)CC2)cc1C	i	0.084	67

Further entries
SMILES	AMPAR-TARP mod	AMPAR-TARP mod agonism max-min	AMPAR-TARP mod glutamate slope
O=C(Nc1ccc(N2CCCCS2(=O)=O)cc1)c1cccs1	i	0.11	70
COc1ccc(-c2nnc(NC(=O)CSc3ccc(Cl)cc3)o2)cc1OC	i	0.076	64
O=C(NCCc1c[nH]c2ccccc12)c1cc(N2C(=O)CCS2(=O)=O)ccc1Cl	i	0.19	73
CS(=O)(=O)c1ccc(CC(=O)N(Cc2ccccn2)c2nc3c(Cl)cccc3s2)cc1	i	0.05	56
COc1cn(CC(=O)NC2CCCC2)c(CSc2ccc(F)cc2)cc1=O	i	0.092	38
COc1ccc(Cl)cc1NC(=O)Cc1cc(-c2ccco2)on1	i	0.062	48
CC(=O)n1nc(-c2ccccc2)nc1N	i	0.049	39
Cc1cc(C)c(C)c(OCC(O)CN2CC(C)CC(C)C2)c1 (configuration not stated)	+	0.13*	44*
COc1cccc(C2=NN(C(=O)C(C)C)C(c3ccc4nccnc4c3)C2)c1 (configuration not stated)	i	0.1	61
CCNC(=O)c1nsc(C(=O)N2CCN(c3ccccc3)CC2)c1N	i	0.064	62
CN(C)C(CNC(=O)C(=O)Nc1ccc([N+](=O)[O-])cc1)c1cccs1 (configuration not stated)	i	0.11	85
Cc1nc(N2CCN(C(=O)C(C)(C)Oc3ccc(Cl)cc3)CC2)cc(-n2ccnc2)n1	i	0.12	72
COC(=O)c1ccccc1NC(=O)c1cc(C)oc1C	i	0.12	37
Cc1ccc(S(=O)(=O)N(CCc2ccccc2)Cc2ccccn2)c(C)c1	i	0.14	62
CCOc1cn(-c2ccc(F)cc2)nc1C(=O)NCc1c(F)cccc1F	i	0.069	70
CCc1ccc(-c2cc3c(=O)n(Cc4nc(-c5cccc(C(F)(F)F)c5)no4)ccn3n2)cc1	+	0.095*	41*
Cc1cc(C(=O)N2CCOCC2)nn1CC(=O)N(Cc1ccccc1)c1ccccn1	i	0.093	61
CN(C(=O)C(=O)c1c[nH]c2ccccc12)C1CCCCC1	i	0.15	53
COc1ccc2nc(N(Cc3ccncc3)C(=O)/C=C/c3cccs3)sc2c1	i	0.1	61
Cc1ccc(S(=O)(=O)c2nc(NCCCN3CCCC3=O)sc2Cl)cc1	i	0.053&0.023	56&100
CCNS(=O)(=O)c1cc(C(C)C)ccc1OC	i	0.057	48
O=C(/C=C/c1ccc2c(c1)OCO2)c1ccccn1	i	0.12	55
COc1ccc(CCC(=O)Nn2cnc3c(cnn3-c3ccc(C)c(C)c3)c2=O)cc1	i	0.079	57
CCOC(=O)Cn1c(C)cn2c3c(=O)n(Cc4cccc5ccccc45)c(=O)n(C)c3nc12	i	0.11	59
Cn1ccnc1N1CCN(CC(=O)N2CCCc3ccccc32)CC1	i	0.025	25
Cc1ccc(F)cc1S(=O)(=O)N1CCN(c2ccc(N3CCCCC3C)nn2)CC1 (configuration not stated)	i	0.13	60
CC(=O)c1ccc(S(=O)(=O)N2CCC(c3nnc(C4CC4)o3)CC2)cc1	i	0.066	63
COCCNC(=O)C(=O)Nc1ccc(C)c(N2CCCC2=O)c1	i	0.036	43
CC1=C(C)CC2C(=O)N(c3ccc(O)cc3)C(=O)C2C1 (configuration not stated)	i	0.074	22
COc1cc(-c2nn3c(=O)c4ccccc4nc3n2N)cc(OC)c1OC	i	0.064	79
Cc1ccc(C)c(-n2c(C)c(C)n3c4c(=O)n(CC(N)=O)c(=O)n(C)c4nc23)c1	i	0.052	36
O=C(CCCS(=O)(=O)c1ccccc1)Nc1nc(-c2ccc(Cl)c(Cl)c2)cs1	i	0.081	68
COc1ccc(NC(=O)Cc2csc(Nc3ccc(S(C)(=O)=O)cc3)n2)cc1OC	i	0.13	65
O=C(CCn1ccc(=O)[nH]c1=O)Nc1ccc2cn[nH]c2c1	i	0.12	66
COc1ccc(-c2cc(CC(=O)Nc3ccc4c(c3)OCCO4)no2)cc1	i	0.049	47
Cc1ccc(CNC(=O)CSc2nnc(CCn3ccc(=O)[nH]c3=O)o2)cc1	i	0.029	54
